Screens deposited in PubChem BioAssay by Broad Institute.
TcdB inh: TcdB glycohydrolase inhibitors, primary screen, biochemical, single point, plate reader; Toxin B (Clostridioides difficile), P18177; TcdB glycohydrolase enzymatic assay; AID 652162, 2013; inhibition, % at 9.99 µM; 350,000 tested, 0.24% active; in the data active means inhibition above about 10%
Target sequence (P18177 whole entry, looked up): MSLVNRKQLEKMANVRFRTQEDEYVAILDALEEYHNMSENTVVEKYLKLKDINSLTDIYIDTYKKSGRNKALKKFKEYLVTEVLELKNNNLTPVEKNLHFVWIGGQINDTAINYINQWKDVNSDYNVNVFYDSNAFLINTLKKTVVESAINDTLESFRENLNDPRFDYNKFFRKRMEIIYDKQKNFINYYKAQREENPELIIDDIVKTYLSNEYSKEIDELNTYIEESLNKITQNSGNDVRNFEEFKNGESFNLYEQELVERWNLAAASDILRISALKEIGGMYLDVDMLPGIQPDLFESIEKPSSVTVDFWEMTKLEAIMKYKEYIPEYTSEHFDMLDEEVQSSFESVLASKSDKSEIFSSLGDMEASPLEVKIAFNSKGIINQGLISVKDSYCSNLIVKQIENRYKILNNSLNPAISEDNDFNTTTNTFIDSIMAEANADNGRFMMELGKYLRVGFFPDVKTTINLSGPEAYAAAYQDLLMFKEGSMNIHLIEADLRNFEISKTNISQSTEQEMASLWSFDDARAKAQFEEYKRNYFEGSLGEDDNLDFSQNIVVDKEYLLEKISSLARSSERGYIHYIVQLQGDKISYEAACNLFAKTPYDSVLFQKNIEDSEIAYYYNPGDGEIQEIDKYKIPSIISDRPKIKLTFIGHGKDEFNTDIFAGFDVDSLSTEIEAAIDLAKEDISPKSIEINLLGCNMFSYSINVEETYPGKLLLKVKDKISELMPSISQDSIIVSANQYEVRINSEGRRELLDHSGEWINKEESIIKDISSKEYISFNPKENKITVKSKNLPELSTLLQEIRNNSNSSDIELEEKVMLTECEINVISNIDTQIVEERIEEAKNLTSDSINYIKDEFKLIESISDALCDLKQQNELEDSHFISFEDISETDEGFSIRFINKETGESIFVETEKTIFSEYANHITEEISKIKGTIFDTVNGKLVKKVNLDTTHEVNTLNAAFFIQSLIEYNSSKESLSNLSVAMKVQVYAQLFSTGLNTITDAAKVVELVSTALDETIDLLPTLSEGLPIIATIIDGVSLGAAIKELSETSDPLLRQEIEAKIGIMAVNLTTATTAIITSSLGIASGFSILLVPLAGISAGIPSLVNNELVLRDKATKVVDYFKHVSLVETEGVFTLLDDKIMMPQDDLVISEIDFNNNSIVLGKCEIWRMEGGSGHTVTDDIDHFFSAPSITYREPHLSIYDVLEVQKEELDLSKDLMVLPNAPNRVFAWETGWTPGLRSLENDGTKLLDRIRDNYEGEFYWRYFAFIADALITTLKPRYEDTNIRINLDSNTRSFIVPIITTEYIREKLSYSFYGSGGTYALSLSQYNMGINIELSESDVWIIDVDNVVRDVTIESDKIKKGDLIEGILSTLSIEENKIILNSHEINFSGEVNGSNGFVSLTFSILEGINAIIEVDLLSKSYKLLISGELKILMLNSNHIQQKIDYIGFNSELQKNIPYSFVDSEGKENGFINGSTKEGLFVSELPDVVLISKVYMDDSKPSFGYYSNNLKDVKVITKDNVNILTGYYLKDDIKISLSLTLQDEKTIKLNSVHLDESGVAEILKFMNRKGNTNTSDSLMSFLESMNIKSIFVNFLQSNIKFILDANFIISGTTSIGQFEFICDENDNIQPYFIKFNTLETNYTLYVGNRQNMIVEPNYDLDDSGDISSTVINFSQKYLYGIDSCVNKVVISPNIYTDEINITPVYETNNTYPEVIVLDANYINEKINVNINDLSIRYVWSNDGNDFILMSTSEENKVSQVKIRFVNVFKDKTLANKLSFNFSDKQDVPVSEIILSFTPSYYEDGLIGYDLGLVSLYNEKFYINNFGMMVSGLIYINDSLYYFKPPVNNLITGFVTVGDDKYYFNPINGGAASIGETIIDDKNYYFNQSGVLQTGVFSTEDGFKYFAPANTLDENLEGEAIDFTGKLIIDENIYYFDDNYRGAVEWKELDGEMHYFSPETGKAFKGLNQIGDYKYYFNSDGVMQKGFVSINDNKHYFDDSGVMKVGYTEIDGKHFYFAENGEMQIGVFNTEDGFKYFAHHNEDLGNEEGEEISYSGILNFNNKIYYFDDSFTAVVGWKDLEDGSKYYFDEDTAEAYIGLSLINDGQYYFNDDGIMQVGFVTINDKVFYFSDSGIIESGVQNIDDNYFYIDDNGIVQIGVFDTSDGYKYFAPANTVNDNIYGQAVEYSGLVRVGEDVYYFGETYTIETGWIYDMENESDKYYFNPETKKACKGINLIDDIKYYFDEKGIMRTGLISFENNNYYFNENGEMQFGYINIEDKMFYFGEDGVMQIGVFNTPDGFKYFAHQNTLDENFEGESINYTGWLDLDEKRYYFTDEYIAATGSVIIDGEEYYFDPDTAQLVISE
* = called active by the depositor. Some of the compounds tested; rates above refer to the full screens.

SMILES	TcdB inh
C[C@H](CO)N1C[C@H](C)[C@H](CN(C)C(=O)Nc2ccccc2)Oc2ccc(N(C)C)cc2CC1=O	-5.6
Cc1cccc(S(=O)(=O)N[C@H]2CC[C@H](CCNC(=O)c3cnccn3)O[C@H]2CO)c1	0.9
COCC(=O)N1CC2(C1)CN(Cc1ccccc1Cl)[C@@H](CO)c1[nH]c3cc(OC)ccc3c12	0.1
C[C@H]1CN([C@@H](C)CO)C(=O)c2cc(NC(=O)Nc3ccc(F)cc3)ccc2O[C@@H]1CN(C)CC1CC1	1.9
O=C(C[C@@H]1CC[C@H]2[C@@H](COC[C@@H](O)CN2Cc2cc(F)cc(F)c2)O1)NC1CCCC1	0.0
O=C(NCC1CC1)[C@H]1[C@H](CO)[C@H]2Cn3c(cccc3=O)[C@H]2N1Cc1cncnc1	-0.6
Cn1cnc(S(=O)(=O)N2CCCCN3[C@H](C2)[C@H](c2ccc(C#CC4CCCC4)cc2)[C@@H]3CO)c1	-6.7
C[C@H]1CCCCO[C@H](CN(C)C(=O)NC2CCCCC2)[C@@H](C)CN([C@@H](C)CO)C(=O)c2cc(NC(=O)Nc3ccc4c(c3)OCO4)ccc2O1	-0.1
COCC(=O)N1CCCCN2[C@@H](CO)[C@H](c3ccc(C#Cc4ccc(OC)cc4)cc3)[C@@H]2C1	-0.9
CC(C)NC(=O)Nc1ccc2c(c1)C(=O)N([C@H](C)CO)C[C@@H](C)[C@@H](CN(C)Cc1ccccc1)OCCCC[C@H](C)O2	0.9
CC(C)NC(=O)N[C@H]1CC[C@@H](CCNC(=O)C2CCOCC2)O[C@@H]1CO	0.2
C/C=C/c1ccc([C@H]2[C@@H](CO)N(C(C)=O)[C@H]2CN(C(=O)COC)C(C)C)cc1	-0.4
CC(C)NC(=O)N(C)C[C@H]1Oc2ccc(NC(=O)CCN3CCOCC3)cc2C(=O)N([C@@H](C)CO)C[C@@H]1C	0.8
C[C@H](CO)N1C[C@H](C)[C@@H](CN(C)C(=O)c2ccccc2F)Oc2cc(C#CCN(C)C)ccc2S1(=O)=O	-0.1
COCC(=O)N(C)C[C@@H]1Oc2cc(Br)ccc2S(=O)(=O)N([C@@H](C)CO)C[C@H]1C	-1.9
C[C@H](CO)N1C[C@H](C)[C@H](CN(C)S(=O)(=O)c2ccccc2F)Oc2ncc(C#Cc3ccncc3)cc2C1=O	0.5
COc1ccc(S(=O)(=O)N(C)C[C@H]2Oc3ccc(NC(=O)NC4CCCCC4)cc3C(=O)N([C@H](C)CO)C[C@H]2C)cc1	0.1
CO[C@@H](CN(C)C(=O)c1ccc2c(c1)OCO2)[C@H](C)CN([C@H](C)CO)S(=O)(=O)c1ccccc1	1.1
COCCNC(=O)C[C@@H]1CC[C@H](NC(=O)NC2CCCCC2)[C@H](CO)O1	-1.0
C[C@H](NC(=O)[C@H]1[C@H](CO)[C@H]2Cn3c(ccc(-c4ccncc4)c3=O)[C@H]2N1C)c1ccccc1	0.3
CCCc1cn(CC[C@@H]2CC[C@@H](NC(=O)C3CCC3)[C@@H](CO)O2)nn1	-0.4
Cc1noc(C)c1NC(=O)N(C)C[C@H]1Oc2ncc(/C=C/c3ccccc3)cc2C(=O)N([C@@H](C)CO)C[C@H]1C	-0.8
Cc1noc(C)c1S(=O)(=O)Nc1ccc2c(c1)CC(=O)N([C@H](C)CO)C[C@@H](C)[C@H](CN(C)S(=O)(=O)c1ccc(Cl)cc1)O2	-0.3
COc1ccc(S(=O)(=O)N2CCCCN3[C@H](CO)[C@H](c4ccc(C#CCC(C)C)cc4)[C@@H]3C2)cc1	0.6
COc1ccc(NC(=O)Nc2ccc3c(c2)C(=O)N([C@H](C)CO)C[C@@H](C)[C@@H](CN(C)S(=O)(=O)c2ccc(Cl)cc2)OCCCC[C@H](C)O3)cc1	-1.4
Cc1ccccc1S(=O)(=O)NCC[C@@H]1CC[C@H](NC(=O)Nc2cccc(F)c2)[C@@H](CO)O1	0.9
CC(C)OC(=O)N(C)C[C@@H]1OCc2cn(nn2)CCCC(=O)N([C@@H](C)CO)C[C@@H]1C	0.3
Cn1cnc(S(=O)(=O)N2CCCCN3[C@H](CO)[C@H](c4ccc(-c5ccccc5)cc4)[C@H]3C2)c1	0.8
O=C(C[C@@H]1C[C@@H]2c3cc(NC(=O)Cc4ccncc4)ccc3O[C@@H]2[C@H](CO)O1)NCCc1ccccc1	-0.5
COc1ccc(S(=O)(=O)N(C)C[C@@H]2Oc3ccc(NC(=O)Nc4ccc(F)cc4)cc3C(=O)N([C@@H](C)CO)C[C@H]2C)cc1	0.5
O=C(c1cccnc1)N1C[C@@H]2[C@H](c3ccccc31)[C@@H](CO)N2C(=O)Nc1ccccc1F	0.1
O=C(Cc1ccccc1)N1CC[C@@H]2[C@H]1c1cc(-c3cccc(F)c3)ccc1N[C@@H]2CO	-1.1
COc1cccc(S(=O)(=O)N2CC[C@@H]3[C@H](CO)Nc4ccc(C5=CCCCC5)cc4[C@@H]32)c1	0.5
Cc1noc(C)c1NC(=O)Nc1ccc2c(c1)C(=O)N(C)[C@@H]1CC[C@H](CC(=O)N(C)C)O[C@@H]1CO2	-0.6
CCNC(=O)[C@H]1[C@H](CO)[C@H]2Cn3c(cccc3=O)[C@H]2N1C(=O)CC1CC1	1.0
O=C(C[C@H]1C[C@H]2c3cc(NC(=O)c4ccc5c(c4)OCO5)ccc3O[C@H]2[C@@H](CO)O1)NC1CCCCC1	-0.3
C[C@H]1CN([C@@H](C)CO)C(=O)Cc2cc(NC(=O)Cn3cnnn3)ccc2O[C@H]1CN(C)C(=O)Nc1ccc2c(c1)OCO2	0.3
C[C@@H]1CN([C@H](C)CO)C(=O)Cc2cc(NC(=O)NC3CCCCC3)ccc2O[C@H]1CN(C)Cc1ccc(Cl)c(Cl)c1	-1.4
CN1C(=O)c2cc(NC(=O)NC3CCCC3)ccc2OC[C@@H]2O[C@@H](CC(=O)O)CC[C@H]21	1.1
O=C(NC[C@@H]1[C@H](c2ccccc2)[C@H](CO)N1CC1CCCC1)C1CC1	-0.1
COc1cccc(C#Cc2cnc3c(c2)C(=O)N([C@H](C)CO)C[C@H](C)[C@H](CN(C)C(=O)C2CC2)O3)c1	-0.5
COc1ccc2c3c(n(C)c2c1)[C@@H](CO)N(Cc1ccc2c(c1)OCO2)CC31CCN(C(C)=O)CC1	-3.0
O=C(NC1CCCCC1)N[C@@H]1CC[C@@H](CCNS(=O)(=O)c2ccc(Cl)cc2)O[C@@H]1CO	0.1
CC(C)CC#Cc1ccc([C@H]2[C@H]3CN(C(=O)CN4CCOCC4)CC(=O)N3[C@H]2CO)cc1	0.7
Cc1cccc(-c2ccc([C@H]3[C@@H](CO)N4CCCCN(S(=O)(=O)c5cccs5)C[C@H]34)cc2)c1	0.3
C[C@@H]1CN([C@H](C)CO)C(=O)c2cc(-c3ccc(F)cc3)cnc2O[C@@H]1CN(C)C(=O)c1ccccn1	1.6
O=C(Nc1ccccc1F)N[C@H]1CC[C@H](CCNC(=O)C2CCOCC2)O[C@@H]1CO	-0.9
O=C(C[C@H]1C[C@H]2c3cc(NC(=O)Nc4ccccc4F)ccc3O[C@H]2[C@@H](CO)O1)NCc1cc(F)ccc1F	-18
COc1ccc(NC(=O)Nc2ccc3c(c2)C(=O)N([C@H](C)CO)C[C@H](C)[C@@H](CN(C)Cc2ccc4c(c2)OCO4)O3)cc1	0.2
CCC(=O)N1C[C@H]2[C@@H](c3ccccc31)[C@@H](CO)N2Cc1ccccc1F	-2.2

Following part:
SMILES	TcdB inh
O=C(C[C@@H]1C=C[C@H](NC(=O)c2ccccn2)[C@H](CO)O1)NCc1cccc(F)c1	-0.6
CS(=O)(=O)N1CC(=O)N2[C@H](CO)[C@@H](c3ccc(C#CC4CCCC4)cc3)[C@@H]2C1	0.6
O=C(CCN1CCCCC1)NCC[C@@H]1CC[C@@H](NS(=O)(=O)c2cccc(F)c2)[C@@H](CO)O1	-0.1
Cc1nn(C)cc1NC(=O)C[C@@H]1CC[C@@H]2[C@H](COc3ccc(NC(=O)c4cccc(F)c4)cc3C(=O)N2C)O1	-0.4
C[C@H](NC(=O)C[C@H]1C[C@H]2c3cc(NC(=O)CN(C)C)ccc3O[C@H]2[C@H](CO)O1)c1ccccc1	-0.6
CCCN(C)C[C@@H]1Oc2cc(C#Cc3cccnc3)ccc2S(=O)(=O)N([C@H](C)CO)C[C@@H]1C	0.1
C[C@@H]1CN([C@@H](C)CO)C(=O)c2cc(NC(=O)Nc3ccc(F)cc3)ccc2O[C@@H]1CN(C)Cc1ccc2c(c1)OCO2	-4.5
O=C(C1CCOCC1)N1CC(=O)N2[C@H](C1)[C@@H](c1ccc(-c3cccnc3)cc1)[C@@H]2CO	0.4
C[C@@H]1CN([C@@H](C)CO)C(=O)Cc2cc(N(C)C)ccc2O[C@H]1CN(C)Cc1ccc(C(F)(F)F)cc1	-10
C[C@@H]1CCCCO[C@H](CN(C)Cc2ccc3c(c2)OCO3)[C@@H](C)CN([C@H](C)CO)C(=O)c2cc(NS(=O)(=O)c3ccccc3)ccc2O1	-0.3

Some values from the results shown.
`Cc1nn(C)cc1NC(=O)C[C@@H]1CC[C@@H]2[C@H](COc3ccc(NC(=O)c4cccc(F)c4)cc3C(=O)N2C)O1` @ TcdB inh = -0.4
`CS(=O)(=O)N1CC(=O)N2[C@H](CO)[C@@H](c3ccc(C#CC4CCCC4)cc3)[C@@H]2C1` @ TcdB inh = 0.6
`C[C@H](NC(=O)C[C@H]1C[C@H]2c3cc(NC(=O)CN(C)C)ccc3O[C@H]2[C@H](CO)O1)c1ccccc1` @ TcdB inh = -0.6

(continued)
SMILES	TcdB inh
C[C@H](O)C#Cc1ccc([C@H]2[C@@H](CO)N3CCCCN(S(=O)(=O)Cc4ccccc4)C[C@@H]23)cc1	1.1
CO[C@H]1CN(C)C(=O)c2cc(NC(=O)NC(C)C)ccc2OC[C@H](C)N(S(C)(=O)=O)C[C@H]1C	0.3
C[C@H]1CN([C@@H](C)CO)S(=O)(=O)c2ccc(-c3ccc(F)cc3)cc2O[C@H]1CN(C)C(=O)c1ccccc1F	1.8
CS(=O)(=O)N1CC(=O)N2[C@H](C1)[C@H](c1ccc(C#CCC3CCCC3)cc1)[C@@H]2CO	1.1
C[C@@H]1CN([C@@H](C)CO)C(=O)c2cc(C#Cc3ccccc3)cnc2O[C@H]1CN(C)C(=O)C1CC1	-0.1
O=C(C[C@@H]1C=C[C@H](NC(=O)CC2CC2)[C@@H](CO)O1)NCc1ccc(-c2ccccc2)cc1	-0.1
CN(C)CC(=O)N[C@H]1CC[C@H](CCn2cc(C3CCCCC3)nn2)O[C@H]1CO	-0.6
N#C[C@H]1[C@@H](c2ccccc2-c2ccccc2F)[C@H](CO)N1C(=O)C1CCOCC1	2.0
COc1ccccc1NC(=O)N[C@H]1CC[C@@H](CC(=O)N2CCC(Cc3ccccc3)CC2)O[C@@H]1CO	-0.8
O=C(C[C@H]1C[C@H]2c3cc(NC(=O)C4CCOCC4)ccc3O[C@H]2[C@H](CO)O1)NCc1ccccn1	-0.9
C[C@H](CO)N1C[C@H](C)[C@H](CN(C)Cc2ccncc2)Oc2ccc(NC(=O)CCN3CCOCC3)cc2C1=O	0.2
C[C@@H]1CN([C@H](C)CO)S(=O)(=O)c2ccc(C#Cc3cccc(F)c3)cc2O[C@@H]1CN(C)C	0.1
COc1ccc(NC(=O)NC[C@H]2CC[C@H]3[C@H](CN3Cc3ccccc3C(=O)O)O2)cc1	0.2
CCCC(=O)Nc1ccc2c(c1)OC[C@@H](C)N(Cc1ccccn1)C[C@@H](C)[C@@H](OC)CN(C)C2=O	-0.1
CO[C@H]1CN(C)C(=O)c2cc(NC(=O)C3CCOCC3)ccc2OC[C@H](C)N(C)C[C@H]1C	1.1
CCC(=O)N1CCC2(CC1)CN(C(=O)CN1CCOCC1)[C@H](CO)c1c2c2ccc(OC)cc2n1C	-2.0
CO[C@H]1CN(C)C(=O)c2ccc(NC(C)=O)cc2OC[C@@H](C)N(C(=O)Cc2cccnc2)C[C@@H]1C	-5.7
C[C@H](CO)N1C[C@H](C)[C@H](CN(C)C(=O)c2ccc(F)cc2)Oc2ncc(-c3ccncc3)cc2C1=O	0.4
C[C@@H]1CN([C@H](C)CO)C(=O)c2cccc(NS(=O)(=O)c3cccs3)c2O[C@@H]1CN(C)C(=O)Nc1ccc(C(F)(F)F)cc1	0.9
CC(C)NC(=O)N(C)C[C@H]1Oc2ncc(C3=CCCCC3)cc2C(=O)N([C@H](C)CO)C[C@@H]1C	-7.1

Part of the list above, bar-delimited.
SMILES | TcdB inh
CO[C@H]1CN(C)C(=O)c2ccc(NC(C)=O)cc2OC[C@@H](C)N(C(=O)Cc2cccnc2)C[C@@H]1C | -5.7
CCCC(=O)Nc1ccc2c(c1)OC[C@@H](C)N(Cc1ccccn1)C[C@@H](C)[C@@H](OC)CN(C)C2=O | -0.1
C[C@H](CO)N1C[C@H](C)[C@H](CN(C)C(=O)c2ccc(F)cc2)Oc2ncc(-c3ccncc3)cc2C1=O | 0.4
C[C@@H]1CN([C@H](C)CO)C(=O)c2cccc(NS(=O)(=O)c3cccs3)c2O[C@@H]1CN(C)C(=O)Nc1ccc(C(F)(F)F)cc1 | 0.9
C[C@H](CO)N1C[C@H](C)[C@H](CN(C)Cc2ccncc2)Oc2ccc(NC(=O)CCN3CCOCC3)cc2C1=O | 0.2

Further results follow.
SMILES	TcdB inh
Cc1cc(C(=O)Nc2cccc3c2O[C@@H](CN(C)C(=O)Nc2ccc(F)cc2)[C@H](C)CN([C@@H](C)CO)C3=O)n(C)n1	-0.6
O=C(C[C@@H]1CC[C@@H](NC(=O)Cc2ccccn2)[C@H](CO)O1)NCCCN1CCOCC1	0.1
C[C@@H]1CN([C@@H](C)CO)C(=O)c2cc(-c3ccc(F)cc3)cnc2O[C@@H]1CN(C)C(=O)Cc1ccccc1	0.2
CNC[C@H]1Oc2c(N)cccc2C(=O)N([C@H](C)CO)C[C@H]1C	-2.7
C[C@@H]1CN([C@@H](C)CO)C(=O)c2cc(NS(C)(=O)=O)ccc2O[C@H]1CN(C)CC1CCCCC1	-5.6
